BLM inh – inhibitors of human Bloom syndrome helicase BLM | P54132 | recombinant BLM DNA unwinding, fluorescence dequenching | Potency, µM (highest dose often 56.1 µM), for inactives: top-dose activity change, negative = inhibition, actives largely listed as inhibitors | 0.2% of 350,000 active | AID 2528;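 also: potency is read from the fitted curve at half-maximal effect; plate controls were vehicle for no effect and no enzyme for full effect; nearly all actives have a fitted effect of over 35% in size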
POLH inh – inhibitors of human DNA polymerase eta; Q9Y253; recombinant Pol eta, fluorescent DNA replication assay; Potency, µM (titrated, usually from 114 µM), for inactives: top-dose activity change, negative = inhibition, actives largely listed as inhibitors; 1.2% of 390,000 active; AID 588591; also: potency is read from the fitted curve at half-maximal effect; % is scaled to controls: 0 for no effect and ±100 for the full control effect
Target sequence (Q9Y253 whole entry, looked up): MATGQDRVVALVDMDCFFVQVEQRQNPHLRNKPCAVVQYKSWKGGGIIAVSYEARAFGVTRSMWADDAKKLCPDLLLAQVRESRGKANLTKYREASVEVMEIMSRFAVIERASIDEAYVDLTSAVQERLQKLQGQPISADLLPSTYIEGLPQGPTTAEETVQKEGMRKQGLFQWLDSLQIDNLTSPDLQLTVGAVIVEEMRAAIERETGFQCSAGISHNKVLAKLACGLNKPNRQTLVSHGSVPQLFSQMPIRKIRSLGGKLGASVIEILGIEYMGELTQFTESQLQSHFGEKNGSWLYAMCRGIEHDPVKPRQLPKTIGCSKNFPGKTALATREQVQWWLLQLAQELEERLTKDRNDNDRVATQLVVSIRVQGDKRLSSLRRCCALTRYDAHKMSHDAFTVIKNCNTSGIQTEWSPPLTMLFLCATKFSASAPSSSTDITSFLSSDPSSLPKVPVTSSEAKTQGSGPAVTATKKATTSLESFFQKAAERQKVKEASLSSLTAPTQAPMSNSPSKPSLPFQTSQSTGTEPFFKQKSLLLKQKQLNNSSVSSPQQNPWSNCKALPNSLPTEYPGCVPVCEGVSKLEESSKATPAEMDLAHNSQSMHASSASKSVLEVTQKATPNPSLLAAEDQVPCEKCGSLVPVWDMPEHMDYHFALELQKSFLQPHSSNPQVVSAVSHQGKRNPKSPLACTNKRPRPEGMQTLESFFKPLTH
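Pol eta (10 nM) was preincubated with compounds for 15 min at room temperature, after which fluorescent replication substrate (50 nM final) was added to start the reaction. Fluorescence was read kinetically at 0 and 10 min.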
POLK inh – DNA polymerase kappa (human) inhibition; Potency, µM (top dose mostly 107 µM), for the others: at the top dose activity, negative = inhibition, usual class: inhibitors; AID 588579; purified Pol kappa, fluorescent DNA synthesis assay, 10 min; 0.53% of 400,000 active; Q9UBT6; also: potency is read from the fitted curve at half-maximal effect; % is scaled to controls: 0 for no effect and ±100 for the full control effect
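50 nM final substrate added after 15 min RT preincubation of 10 nM Pol kappa with compound; fluorescence read at 0 and 10 min.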
LDHA inh – inhibitors of human lactate dehydrogenase A. P00338. purified LDHA, NADH/diaphorase-resazurin fluorescence; stronger effect = lower value. activity change, % (values are at about 110 or 230 µM). 0.15% of 480,000 active. AID 1347041; in the data active = activity change below about -30%; inconclusive = mostly about -25% to -30%;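 also: plate controls were DMSO wells for no effect and wells without enzyme for full effect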
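LDH5 2 nM; NADH 0.06 mM, pyruvate 0.2 mM; 200 mM Tris pH 7.4, EDTA, Tween-20; 5 min RT. Detection: diaphorase 0.133 mg/mL + resazurin 37 µM, fluorescence ex540/em590 at 0 and 20 min; normalized to enzyme-free and DMSO wells.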
POLB inh – DNA polymerase beta (human) inhibition | P06746 | Pol beta primer extension/strand displacement, fluorescence kinetic | Potency, µM (top dose mostly 114 µM), for the others: top-dose activity change, negative = inhibition, usual class: inhibitors | 1.3% of 340,000 active | AID 485314; also: potency is read from the fitted curve at half-maximal effect; % is scaled to controls: 0 for no effect and ±100 for the full control effect
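Human Pol beta at 10 nM; strand-displacement substrate 50 nM final. Compound exposure 15 min at room temperature before start, reaction 10 min at room temperature.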
GRP78 ERSR act – induces the endoplasmic reticulum stress response in human glioma cells; U87-MG GRP78 promoter luciferase reporter, 16 h; Potency, µM, for inactives: at the top dose activation, most hits filed as activators; 0.02% of 420,000 active; AID 602332; also: potency is read from the fitted curve at half-maximal effect; series mostly up to about 76 µM; % of control where 0% means no effect; nearly all actives have a fitted effect of over 35% in size
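Stably transfected U87-MG human glioma cells carrying a GRP78-based luminescent sensor were seeded at 1000 cells/well, pin-dosed with compounds and incubated 16 h. Luciferase reagent was then added, and end-point luminescence was read after 10 min at room temperature.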
Apoferritin bind – candidate novel general anesthetic via apoferritin binding | apoferritin/1-aminoanthracene competitive binding, fluorescence | Potency, µM (series often up to 77.5 µM), inactives show top-dose activity change, negative = displacement, most hits filed as inhibitors | P02791 | AID 485281 | 0.074% of 350,000 active; also: potency is read from the fitted curve at half-maximal effect; % is scaled to controls: 0 for no effect and ±100 for the full control effect; nearly all actives have a fitted effect of over 20% in size
Target sequence (P02791 2-175 limits assumed): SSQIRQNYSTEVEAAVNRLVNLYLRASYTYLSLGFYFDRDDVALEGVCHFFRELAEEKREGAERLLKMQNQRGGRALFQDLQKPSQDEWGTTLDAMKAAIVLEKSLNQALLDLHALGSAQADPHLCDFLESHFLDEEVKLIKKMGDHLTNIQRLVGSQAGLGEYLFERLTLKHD
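Horse-spleen apoferritin (10 uM) was mixed with 50% saturated 1-aminoanthracene in PBS, exposed to compounds for 10 min at room temperature, and read for fluorescence (ex 380 nm, em 535 nm). Competitive displacement was fitted with a four-parameter Hill equation.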
APE1 inh – APE1 (human) endonuclease inhibition; recombinant APE1, TAMRA/BHQ-2 abasic DNA cleavage fluorescence; 0.35% of 350,000 active; Potency, µM (highest dose often 65.8 µM), inactives show at the top dose activity change, negative = inhibition, usual class: inhibitors;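 also: potency is read from the fitted curve at half-maximal effect; plate controls were vehicle for no effect and reference inhibitor for full effect; nearly all actives have a fitted effect of over 55% in size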
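Compound pre-exposure to 0.75 nM APE1, 15 min at ambient temperature. Reaction initiated with 50 nM TAMRA/BHQ-2 THF substrate, read immediately in kinetic mode, 525 nm excitation, 598 nm emission.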
POLI inh – inhibitors of human DNA polymerase iota; Q9UNA4; 1% of 390,000 active; Potency, µM (doses to about 115 µM), for inactives: top-dose activity, negative = inhibition, actives largely listed as inhibitors; AID 588590; Pol iota fluorescent replication assay, 10 min; also: potency is read from the fitted curve at half-maximal effect
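Pol iota at 10 nM preincubated 15 min with compounds at room temperature; reaction started with fluorescent substrate, 50 nM final. Fluorescence read kinetically at 0 and 10 min; buffer-only wells as negative control.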
* = called active by the depositor; ? = inconclusive; . = no result given; & = joins results of further samples; [ ] = another dose, or the depositor's remark. Unless noted, calls follow the shape of the dose curve; as a rule, active = well fitted curve in the direction sought with a large enough effect; inconclusive = small, poorly fitted or top-dose-only effect, or another doubt; inactive = no such curve, though single readings can be large; an effect the other way counts as inactive or inconclusive.

SMILES	BLM inh	POLH inh	POLK inh	LDHA inh	POLB inh	GRP78 ERSR act	Apoferritin bind	APE1 inh	POLI inh
CS(=O)(=O)N(Cc1ccc(Cl)cc1)c1ccc(C(=O)NCCSCc2ccco2)cc1	-5%	?	-12%	0	6%	6%	-6%	?	6%
COc1ccc(C(=O)N2CC3(C)C4CCC3(C)C2(C#N)C4)cc1OC (centres undefined)	1%	-18%	-4%	-2	-18%	-2%	-13%	0%	136%[activator]
CCc1nnc(NC(=O)CSc2nccn2-c2cc(C)cc(C)c2)s1	0%	2%	-15%	-2	5%	13%	-10%	1%	0%
COC(=O)c1ccc(C2C(C#N)=C(N)Oc3cc(O)ccc32)cc1 (centres undefined)	-7%	-13%	-3%	0	3%	-3%	1%	19%	-2%
Cc1ccc(NC(=S)Nc2c(C)n(C)n(-c3ccccc3)c2=O)cc1Cl	1%	-9%	10%	-1	-14%	-4%	-15%	0%	30%[activator]
Cc1ccn2c(=O)nc(SCC(=O)Nc3cc(C)on3)nc2c1	.	?	-3%	5	.	0%	.	-22%	?
O=C(O)C1CCCCC1C(=O)Nc1cccc(C(=O)N2CCCCC2)c1 (centres undefined)	3%	-7%	0%	6	-4%	-3%	-1%	1%	?
Cc1ccc(NC(=O)CN2CCCN(S(=O)(=O)c3ccc(Br)s3)CC2)cc1	-10%	-18%	-11%	0	-18%	-4%	0%	-7%	-2%
COc1ccc(C(=O)NC(=S)Nc2ccc3[nH]c(=O)[nH]c3c2)cc1	-1%	-10%	-13%	-9	-1%	-1%	3%	2%	32%[activator]
Cc1ccc(S(=O)(=O)Nc2ccc3oc(=O)sc3c2)c(C)c1	0%	-11%	-10%	-2	?	-6%	-22%	?	-20%
Cc1c(NC(=O)c2ccc(S(=O)(=O)N3CC(C)OC(C)C3)cc2)c(=O)n(-c2ccccc2)n1C (centres undefined)	-3%	-17%	3%	1	0%	2%	-8%	15%	51%[activator]
O=[N+]([O-])c1cccnc1N1CCN(c2ccc(F)cc2)CC1	-5%	-20%	-13%	0	44%	-1%	-12%	-3%	124%[activator]
CCCCCCCCCCCCCCCC[n+]1cccc2ccccc21	-9%	-23%	-16%	-21	27%	-15%	?	17%	?
CCOC(=O)c1ccc(NC(=S)NCCC2=CCCCC2)cc1	-3%	-12%	-8%	-1	0%	-3%	-5%	3%	8%
CCc1cccc(NC(=O)CCS(=O)(=O)c2ccc(C)cc2)c1	1%	-17%	5%	-5	25%	-2%	-3%	.	6%
Cc1cc(C(=O)N/N=C/c2cc(Br)cc(Br)c2OC(=O)c2cccc(F)c2)n[nH]1	-4%	-4%	-3%	-6	?	-3%	-6%	-4%	0%
Cc1cc(CSc2ccccc2)ccc1NC(=O)c1ccc(CN2CCOCC2)cc1	-1%	-18%	-8%	-7	20%	-3%	-1%	3%	10%
COc1ccc(Cn2c(=O)[nH]c3cc(C(=O)NCCCN4CCCCC4)ccc3c2=O)cc1	-3%	-12%	4%	-2	25%	-4%	-17%	-4%	23%
O=C(Nc1ccccc1)c1cc2ccccc2o1	3%	-8%	6%	-1	9%	-11%	-12%	6%	-22%
COCCNC(=S)c1ccc(Br)cc1	-1%	-15%	6%	-1	9%	-3%	-7%	3%	34%
CCn1c(COc2ccc3c(c2)OCO3)nnc1SCC(=O)c1ccccc1	-16%	-1%	-4%	3	?	0%	-5%	7%	?
S=c1[nH]nc(C2CCCCC2)n1/N=C/C=C/c1ccccc1	-13%	-14%	-11%	-6	17%	-2%	?	-7%	0%
Cc1ccc(S(=O)(=O)N(Cc2ccccc2)c2ccccn2)cc1[N+](=O)[O-]	-5%	-6%	-13%	-2	-23%	-2%	-15%	-5%	-12%
COC(=O)N/N=C(\C)c1ccc(-n2ccnc2)cc1	1%	-19%	3%	0	-20%	7%	3%	-3%	45%[activator]
COc1ccc(CC(=O)NCc2nnc(SCCOc3ccccc3)n2C)cc1	-1%	-16%	-1%	0	2%	-5%	-17%	-7%	6%

Individual results from the list:
Under POLI inh, CCc1cccc(NC(=O)CCS(=O)(=O)c2ccc(C)cc2)c1 has 6%
Under LDHA inh, Cc1cc(C(=O)N/N=C/c2cc(Br)cc(Br)c2OC(=O)c2cccc(F)c2)n[nH]1 has -6

Next part.
SMILES	BLM inh	POLH inh	POLK inh	LDHA inh	POLB inh	GRP78 ERSR act	Apoferritin bind	APE1 inh	POLI inh
CC[C@@H](CCC=C(C)C)C(=O)N(Cc1ccccc1)c1ccccc1	.	-21%	1%	4	.	0%	.	-2%	1%
Cc1cccc(N(C(=O)CCC(=O)Nc2cc(C)on2)C(C(=O)NC2CCCC2)c2ccccc2)c1 (centres undefined)	-3%	-20%	2%	-13	19%	-3%	-6%	25%[12.4 µM]	137%[activator]
C=CCNC(=O)c1cccn1-c1ccsc1C(=O)OC	0%	-18%	-1%	1	6%	-4%	-5%	0%	9%
COc1cc(OC)c(C(=O)Nc2ccc(C(=O)c3ccccc3)cc2)cc1OC	-13%	-15%	-1%	0	19%	1%	-7%	16%	4%
Cc1ccc(C(=O)C(C)OC(=O)c2cc(=O)[nH]c3ccccc23)cc1 (centres undefined)	.	-11%	-4%	3&4	.	-1%	.	28%	-1%
COc1ccc(NC(=O)c2cc(-c3cccs3)on2)cc1OC	0%	3%	-11%	-2	0%	3%	-3%	2%	5%
O=C(O)c1cc(O)c2c(c1)[C@H]([C@H]1c3cc(C(=O)O)cc(O)c3C(=O)c3c(O[C@@H]4O[C@H](CO)[C@@H](O)[C@H](O)[C@H]4O)cccc31)c1cccc(OC3O[C@H](CO)[C@@H](O)[C@H](O)[C@H]3O)c1C2=O (some centres undefined)	.	-99%	0.71µM*	10	.	-6%	.	0.067µM*	-83%
Cc1ccc(C(=O)Nc2c[nH]c(=O)[nH]c2=O)cc1	-7%	-3%	-8%	-5	1%	2%	-8%	7%	146%[activator]
O=C1CC2c3ccccc3C1C1C(=O)N(Cc3ccccc3)C(=O)C21 (centres undefined)	1%	-15%	4%	-1	9%	-6%	-9%	-1%	13%
COc1ccc(-c2cc(OC(=O)c3ccccc3)c3c(C)oc(C)c3c(=O)c2)cc1OC	-4%	-5%	-12%	10	-1%	-3%	-8%	.	-8%
Cc1ncc(CO)c(CNc2ccc(-c3nc4ccccc4[nH]3)cc2)c1O	-3%	-7%	-11%	-11	15%	-7%	7%	-11%	-8%
c1ccc2c(-n3cnnn3)cccc2c1	1%	-12%	7%	3	19%	-4%	-14%	12%	5%
COc1cccc(CNC(=O)NCc2noc3ccc(C)cc23)c1	0%	-9%	-8%	-5	4%	-4%	5%	.	8%
COCCCN1C(=O)c2ccccc2C1C(=O)NC1CCCCCC1 (centres undefined)	-4%	-9%	-4%	-3	8%	-4%	-5%	-1%	-4%[58.9 µM]
Cn1c(SCC(=O)Nc2ccccc2Oc2ccccc2)nnc1C1CC1	.	-16%	-1%	-3	.	-1%	.	16%	22%
CSc1nnc(-c2cc(C)on2)n1-c1ccccc1	0%	-7%	8%	-3	31%	-3%	-2%	-3%	23%
CCCOC(=O)c1ccc(NC(=O)C(=O)NCC2CCCO2)cc1 (centres undefined)	-1%	-2%	-17%	-3	15%	4%	-11%	3%	9%
C=CCOc1ccc(/C(O)=C2\C(=O)C(=O)N(CCCOC)C2c2ccncc2)cc1 (centres undefined)	-11%	5%	-14%	5	0%	-2%	-3%	1%	4%
CC1CC(C)CN(C(=O)CSc2nc(Cc3cccs3)nc3ccccc23)C1 (centres undefined)	-13%	-13%	-5%	0	-4%	-2%	-20%	-3%	-13%
CCn1c(SCC(=O)N2CCCCC2)nc2c(c1=O)SCC2	-4%	-6%	0%	4	-1%	-6%	-7%	47%	17%
O=C(COC(=O)COc1cccc(F)c1)NCCC1=CCCCC1	-4%	-20%	-15%	-4	-2%	-1%	?	-3%	42%[activator]
O=C(c1ccc(F)cc1)N1CCC(n2nnc3ccccc32)CC1	-10%	-9%	-9%	-7	-26%	-4%	-18%	4%	-7%
Cc1nnc(SCC(=O)N2CCc3ccccc32)n1-c1ccccc1	-5%	0%	-2%	-2	-3%	-6%	-12%	2%	11%
C/C(=N\NC(=O)c1ccc(CSc2nc(C)cc(C)n2)cc1)C1CCCCC1	-5%	-9%	3%	-2	1%	-2%	-19%	1%	-16%
O=C(NCc1ccccc1)C1CC(=O)N(C2CCCCCC2)C1 (centres undefined)	-5%	3%	-10%	-5	1%	4%	-9%	-1%	69%[activator]

(more compounds)
SMILES	BLM inh	POLH inh	POLK inh	LDHA inh	POLB inh	GRP78 ERSR act	Apoferritin bind	APE1 inh	POLI inh
COC(=O)Cn1cnc2c(C#N)c3n(c2c1=O)CCCC3	0%	-3%	2%	-7	6%	-5%	-1%	1%	-1%[58.9 µM]
CC(C)(C)C(=O)N=C1SC2CS(=O)(=O)CC2N1c1ccc2c(c1)OCO2 (centres undefined)	-3%	-14%	-5%	-5	-21%	-2%	0%	-2%	8%
COc1ccc(/C=N/NC(=O)c2cc(C)oc2C)cc1OCc1ccccc1	-15%	-14%	-10%	1	-8%	-2%	-2%	37%	20%
COc1ccc(NC(=O)C(=S)N2CCCC2)cc1	-2%	?	-2%	-2	1%	5%	-8%	-3%	96%[activator]
COc1ccc2[nH]c(=O)c(NC(N)=S)nc2c1	-1%	-9%	-4%	-1	10%	-2%	-10%	3%	25%
COn1c(C)c(C(C)=O)c2c3no[n+]([O-])c3ccc21	0%	0%	-12%	-3	2%	-5%	-4%	-6%	23%
O=C(Nc1ccc(N2CCOCC2)cc1)c1cccc2ccccc12	0%	-12%	3%	2	11%	1%	-14%	37%	-9%

Exported as comma-separated lines: entries from further up.
Structure,BLM inh,POLH inh,POLK inh,LDHA inh,POLB inh,GRP78 ERSR act,Apoferritin bind,APE1 inh,POLI inh
O=C(Nc1ccccc1)c1cc2ccccc2o1,3%,-8%,6%,-1,9%,-11%,-12%,6%,-22%
COCCNC(=S)c1ccc(Br)cc1,-1%,-15%,6%,-1,9%,-3%,-7%,3%,34%

Screening data (PubChem BioAssay)

An excerpt (hit frequency here may not be typical).
